# Screening results: PubChem BioAssay, several laboratories
# FXIIa inh: human FXIIa protease inhibitors, primary screen, biochemical, 1536-well; Coagulation factor XII (Homo sapiens), P00748; purified FXIIa, Boc-QGR-AMC fluorogenic substrate, 2 h; inhibition, % at 5 µM; 0.3% of 220,000 active; in the data active = inhibition above about 40%;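 note: 0% = enzyme with no compound and 100% = blank without enzyme; many of its hits are not listed in these tables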
# hK5 inh: human KLK5 protease inhibitors, primary screen, biochemical, 1536-well. recombinant hK5, fluorogenic AMC substrate cleavage. inhibition, % at 5 µM. 0.59% of 210,000 active. AID 873, 2007;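 active = inhibition of 40% or more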;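 note: 0% = enzyme controls without compound and 100% = no-enzyme blanks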
# Target sequence (Q9Y337 67-293 limits assumed): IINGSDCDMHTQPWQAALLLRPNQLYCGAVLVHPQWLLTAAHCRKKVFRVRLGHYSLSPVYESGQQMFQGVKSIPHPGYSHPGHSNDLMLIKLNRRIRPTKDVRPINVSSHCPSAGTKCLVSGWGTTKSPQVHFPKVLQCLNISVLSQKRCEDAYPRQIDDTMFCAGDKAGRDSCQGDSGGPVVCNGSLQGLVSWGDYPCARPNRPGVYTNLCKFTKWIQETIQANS
# FXIa inh: human FXIa protease inhibitors, primary screen, biochemical, 1536-well; purified FXIa, Boc-Glu-Ala-Arg-AMC fluorogenic substrate; inhibition, % at 5 µM; 0.14% of 220,000 active; AID 798, 2007;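 active = inhibition of at least 40%; inactive = inhibition below 40%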;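 note: fluorescence of freed AMC excited at 355 nm; 0% = enzyme without compound and 100% = no enzyme blank; many of its hits are not listed in these tables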
# TNF death inh: inhibitors of TNF-alpha triggered necroptosis, primary screen, cell-based, Jurkat FADD-/-, single concentration; AID 463075, 2010; activation (protection from cell death), % at 10 µM; 0.068% of 220,000 active; Jurkat FADD-/- TNF necroptosis rescue, ATP luminescence, 24 h; 0 = TNF only, 100 = no-TNF cells;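 active = activation, meaning protection from cell death, of at least 50% relative to plate controls; inactive = activation below 50%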;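 note: necroptosis triggered by 40 ng/mL TNF-alpha added together with compound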
# zVAD death inh: inhibitors of zVAD-triggered necroptosis, primary screen, L929 cells; 0.38% of 220,000 active; AID 1377, 2008; L929 zVAD necroptosis rescue, ATP luminescence, 24 h; with zVAD 60 µM; viability rescue, % at 10 µM;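 active = activation, scaled between plate controls, above about 75%, limit read from the data; inactive = activation under that limit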;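 note: 0% = zVAD with DMSO and 100% = DMSO alone without zVAD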
# KCC2 mod: KCC2 cotransporter modulators, thallium flux, primary screen, cell-based, HEK293 KCC2, FluoZin-2 fluorescence, MLSMR | KCC2 cells, thallium flux FluoZin-2 fluorescence | AID 1456, 2008 | Solute carrier family 12 member 5 (Homo sapiens), Q9H2X9 | B-score of Tl+ flux slope (higher = more flux/activation; lower = inhibition) at 10 µM | 2.2% of 190,000 active;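 active = thallium flux slope and its plate-corrected score both differing from the plate sample mean at a set confidence after two filtering rounds, in either direction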;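 note: slope of fluorescence scaled to starting intensity during 10 to 20 s after thallium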
# thrombin 1536: human alpha-thrombin inhibitors, primary screen, counter-screen for coagulation protease inhibitor project, biochemical, 1536-well, fluorogenic AMC substrate | Boc-VPR-AMC fluorogenic substrate cleavage | inhibition, % at 5 µM | 0.26% of 220,000 active | Prothrombin (Homo sapiens), P00734;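 active = inhibition at or above 40%; inactive = inhibition below 40%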;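 note: 0% = enzyme with no compound and 100% = wells without enzyme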
#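 System: Human alpha-thrombin protein | Medium: pH 7.5 Tris (50 mM) with NaCl 150 mM, Tween 20 0.05% | Times: Enzyme reaction carried out at room temperature | Detection: AMC fluorescence, 355/460 nm | Evaluation: Percent inhibition scaled between no-compound controls and no-enzyme blanks | Benchmarks: Enzyme without compound as high, wells lacking enzyme as low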
# Rad51 HR inh: human RAD51 strand exchange inhibitors, primary screen, biochemical, fluorescence. hRad51 DNA strand exchange, fluorescence dequenching. AID 1385, 2008. DNA repair protein RAD51 homolog 1 (Homo sapiens), Q06609. inhibition, % at 10 µM. 0.085% of 200,000 active;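 active = inhibition above 40% at the single screening dose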;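 note: 0% = DMSO control wells and 100% = blanks with heterologous ssDNA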
# Target sequence (Q06609 whole entry, looked up): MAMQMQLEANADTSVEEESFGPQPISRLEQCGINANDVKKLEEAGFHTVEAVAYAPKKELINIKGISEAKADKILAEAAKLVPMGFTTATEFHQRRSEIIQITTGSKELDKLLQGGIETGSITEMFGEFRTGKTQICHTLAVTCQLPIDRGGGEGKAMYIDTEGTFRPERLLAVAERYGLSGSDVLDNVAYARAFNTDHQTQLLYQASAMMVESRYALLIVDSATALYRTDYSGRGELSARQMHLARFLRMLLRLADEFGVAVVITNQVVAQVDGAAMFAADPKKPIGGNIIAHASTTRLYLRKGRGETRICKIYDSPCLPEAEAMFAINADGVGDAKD
#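 Test system – preformed human Rad51 ssDNA filaments · Reagent – Donor/quencher-labelled 47-bp dsDNA substrate · Incubation – 37 °C 15-min filament assembly, 30-min compound preincubation, 15-min exchange · Signal – FRET fluorescence dequenching, excitation 485 nm, emission 520 nm · Read-out – percent inhibition from fluorescence, normalised to plate control and blank means · Benchmarks – plate control and blank wells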
# Hck Nef HTS: inhibitors of Nef-activated human Hck kinase, primary screen, biochemical, Z-Lyte FRET, 384-well, Hck-YEEI; Tyrosine-protein kinase HCK (Homo sapiens), P08631; Recombinant Hck-YEEI plus Nef, Z-Lyte FRET kinase assay; inhibition, % at 20 µM; 0.68% of 220,000 active; AID 463187, 2010;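 active = Hck-Nef kinase inhibition above about 50%, limit read from the data; inactive = inhibition below that limit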;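 note: 0% = DMSO with Hck plus Nef and 100% = Hck alone without Nef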
# Target sequence (P08631 whole entry, looked up): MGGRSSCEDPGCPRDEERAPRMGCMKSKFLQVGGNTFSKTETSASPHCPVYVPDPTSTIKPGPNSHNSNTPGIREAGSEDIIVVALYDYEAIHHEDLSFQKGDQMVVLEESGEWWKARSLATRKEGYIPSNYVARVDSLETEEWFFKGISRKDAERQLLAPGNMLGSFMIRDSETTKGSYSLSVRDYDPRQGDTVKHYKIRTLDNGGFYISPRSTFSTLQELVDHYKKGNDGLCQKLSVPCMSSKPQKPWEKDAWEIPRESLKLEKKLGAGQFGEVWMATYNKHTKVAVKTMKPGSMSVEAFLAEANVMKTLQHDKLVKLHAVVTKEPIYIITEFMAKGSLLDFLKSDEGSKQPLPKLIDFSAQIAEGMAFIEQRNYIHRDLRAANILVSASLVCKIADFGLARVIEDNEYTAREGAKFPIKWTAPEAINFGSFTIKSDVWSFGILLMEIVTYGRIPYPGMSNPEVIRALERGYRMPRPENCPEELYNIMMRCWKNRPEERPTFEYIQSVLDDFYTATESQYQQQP
# * marks the source's active call; other numbers are inactive results; . = no result given. A portion of the library; count on the stated rates, not on these rows.
# Order of values – FXIIa inh, hK5 inh, FXIa inh, TNF death inh, zVAD death inh, KCC2 mod, thrombin 1536, Rad51 HR inh, Hck Nef HTS
> CCC(C)NC(=O)C1=C(C)C(=O)OC12CCC(C)CC2 (stereo not drawn)
    7, -10, -5, 0.1, -1.8, 0.54, -10, -1, -10
> CCc1cc(CNC(=O)CC2C(=O)NCCN2Cc2c(F)cccc2Cl)on1 (stereo not drawn)
    11, -2, 11, -1.1, -0.8, -1.3, 0, -167, 6
> CCCn1c(SCC(=O)N2CCc3ccccc32)nnc1-c1ccncc1
    17, -16, -2, 3.7, 1.1, -0.0087, 4, -1, 12
> Cc1ccc(C)c2c1[nH]c1ccccc12
    17, 12, 3, 1.7, 1.6, ., 1, 1, 2
> O=C(NCC1COc2ccccc2O1)C1CCC(CNc2c(N3CCCCC3)c(=O)c2=O)CC1 (stereo not drawn)
    13, 4, 1, 0.1, 1.7, 0.83, -4, 0, 0
> O=C1C(=C2CCCCC2)SC(=S)N1Cc1ccco1
    12, -11, 5, -5.6, -1.3, 0.32, 4, 2, 1
> O=C(NCc1cccc(Cl)c1)c1cccnc1
    -10, 0, -1, 0.2, -0.7, -1.1, -4, -4, 6
> O=[N+]([O-])c1ccc(CSc2nnc(SCc3ccc(Cl)cc3)s2)cc1
    2, 0, -6, 1.8, 0.5, -2.5, -6, -6, -1
> CC(C)(C)NC(=O)CSc1nnc(-c2ccccn2)n1-c1ccccc1
    5, -1, -5, 1.5, -1.5, 1.6, -7, -10, 0
> O=C(Nc1ccccn1)c1nc(-c2ccccc2)n(-c2ccccc2)n1
    3, -10, 8, 1.8, 0.8, -0.066, -4, -46, 6
> Cc1cc(/C=C(\C#N)C(=O)OCC(=O)NC(=O)NC(C)(C)C)c(C)n1CCC(C)C
    7, 5, 0, 3.7, 1.4, -0.18, -1, 15, 9
> Cc1ccccc1NC(=O)CSc1nc(N2CCCCC2)nc(N2CCCCC2)n1
    11, 0, 2, -1.5, 0.5, ., -2, 5, 1
> Cc1cc2nc(CS)[nH]c2cc1C
    10, -13, 0, -0.9, 0.0, ., 1, -67, 2
> COc1cc(S(=O)(=O)N2CCN(C(=O)c3ccccc3F)CC2)c(OC)cc1NC(C)=O
    16, 47*, 16, -2.9, -0.1, -0.21, 10, -4, 1
> Cc1cc(SCC(=O)N/N=C/c2ccco2)nc2ccccc12
    0, 12, -3, 1.8, 0.8, ., -9, -3, 28
> CCOc1ccc(OCc2ccc(C(=O)N3CCc4ccccc4C3)o2)cc1
    20, 8, 5, -1.1, 0.1, -0.24, 1, 3, 4
> CCOC(=O)N1CCN(S(=O)(=O)c2ccc(C)cc2)C1c1ccc(OC)cc1 (stereo not drawn)
    11, 0, 4, -4.4, -0.4, -1.7, 2, ., 0
> COc1ccc(CCNC(=O)NC23CC4CC(CC(C4)C2)C3)cc1
    12, -3, -3, 0.0, 0.0, -1, 3, -4, -25
> Cc1c(C(=O)NCc2ccc(S(N)(=O)=O)cc2)oc2ccc(Cl)cc12
    9, ., 3, -0.8, -0.7, -0.056, -5, ., 8
> O=C(C[n+]1ccc(C(=O)NCc2ccccc2)cc1)c1ccc2c(c1)OCCO2
    7, 4, -6, 1.7, 1.7, 0.53, -13, -12, 18
> CC(=O)OCC(=O)[C@@]1(O)CC[C@H]2[C@@H]3CCC4=CC(=O)CC[C@]4(C)[C@H]3[C@@H](O)C[C@@]21C
    7, -5, 8, -0.4, 67, 0.71, 3, -6, -2
> Cc1cc(NC(=O)c2cc(-c3ccc(C)s3)nc3ccccc23)no1
    7, -20, -7, 1.0, 0.6, 1.2, -6, 2, 7
> Cc1csc2ncnc(NNC(=O)c3ccc(Cl)cc3)c12
    3, -7, 0, -4.1, -0.6, 0.11, -5, 2, 10
> CCNC(=O)OCc1cn(-c2ccc(Cl)cc2)nn1
    8, -5, 0, 0.1, 0.1, 1.2, -2, 7, 15
> CCCCC(=O)Nc1ccc(N2CCCC2)cc1
    ., ., ., -1.6, 0.6, ., ., -2, 4
> CC(=O)NC1(c2ccc(F)cc2)CCN(C(=O)c2c(F)cccc2F)CC1
    0, -13, -6, 0.3, 0.2, 0.31, 1, -62, -2
> COc1ccc(C(=O)NC(=S)NNC(=O)CNC(=O)C2CCCCC2)cc1
    4, -8, -5, 1.5, 2.8, 1.4, 4, 3, 24
> Cc1cc(C)c(C(N)=O)c(SCC(=O)c2ccc(Cl)cc2)n1
    4, -27, -7, -2.1, 0.2, ., -5, -3, 0
> COC(=O)CCN1CCC(C(N)=O)CC1
    9, -10, 4, -1.7, 0.0, 0.74, 1, 3, 0
> CC(C)CCc1noc(CN2CCC(C(=O)N3CCOCC3)CC2)n1
    4, -3, -2, 0.5, -0.3, -0.11, -6, ., 17
> COc1cc(C(=O)NC(C)c2cnn(-c3ccccc3C)c2C)cc(OC)c1OC (stereo not drawn)
    13, 2, -2, 1.3, 6.9, 0.37, -3, -1, 17
> Cc1cc(C(F)(F)F)nc(-n2cc(-c3ccccc3)nn2)n1
    10, ., 1, 0.5, 0.9, 0.85, 0, ., 0
> CCOC(=O)CC(NC(=O)c1ccco1)c1ccc(OC)cc1 (stereo not drawn)
    12, -4, -1, 0.5, 0.5, -0.66, -2, -8, 2
> CN1CCN(S(=O)(=O)c2ccc(NC(=S)NC(=O)c3ccccc3)cc2)CC1
    -5, -11, -7, -0.4, -0.2, -0.94, -5, 8, 1
> CCN(C(=O)CSc1nc2c(cnn2-c2ccccc2)c(=O)[nH]1)C1CCS(=O)(=O)C1 (stereo not drawn)
    8, -16, 4, 1.2, 1.2, 0.5, -7, -17, 16
> O=C(NCc1ccccc1)c1ccc2nc(N3CCOCC3)sc2c1
    8, 0, -1, 0.4, 1.4, 0.35, -3, 12, 22
> O=C(OCC(=O)N1CCCC1)c1ccco1
    10, -8, 1, -2.8, 0.2, 1.3, -5, -10, 0
> Cc1cc(-c2nnc(CCC(=O)NC(C)c3cccc4ccccc34)o2)no1 (stereo not drawn)
    3, -5, -5, 1.0, -0.4, -2.1, -8, 1, 17
> O=C(NCCc1ccc(Cl)cc1)C1CC(=O)N(C2CCCCC2)C1 (stereo not drawn)
    ., ., ., -0.4, 0.1, 0.41, ., 0, 0
> Cc1sc2c(c1C)c(=O)n(-c1ccc(Cl)cc1)c(=O)n2Cc1cc(=O)n2ccccc2n1
    12, -7, 16, -1.2, -0.1, -1.1, 4, 0, 4
> CCOc1ccc(CNC2CCCc3ccccc32)cc1 (stereo not drawn)
    6, -2, 4, 2.8, -0.4, 0.94, -7, 5, -13
> COc1cc(C(=O)N(Cc2cc3cc(C)ccc3[nH]c2=O)CC2CCCO2)cc(OC)c1OC (stereo not drawn)
    17, -11, 4, 1.3, 1.2, 0.055, 7, -1, 4
> COC(=O)N/N=C\c1ccc(-c2cc(Cl)c(Cl)cc2Cl)o1
    14, -4, 10, 2.0, 2.6, 0.74, 0, -8, 6
> O=C(Nc1ccccc1)Oc1ccc[nH]c1=O
    3, -3, 1, -1.5, -0.6, -1, -1, -8, 19
> COC(=O)c1ccccc1NC(=O)CSc1n[nH]c(CC(C)C)n1
    -1, -2, -9, -1.0, 0.5, -2.4, -4, -5, 1
> COC(=O)c1c(NC(=O)CSc2nnnn2-c2ccccc2)sc2c1CCC(C(C)(C)C)C2 (stereo not drawn)
    -23, -21, -15, 1.0, 0.4, 0.1, -8, 6, 2
> Cc1nc2cc(N)ccc2n1-c1ccccc1
    6, 1, -1, -3.1, 1.0, 0.65, -3, -5, 1
> Cc1cccc(C)c1NC(=O)Cn1cnc2c(=O)n(C)c(=O)n(C)c21
    16, -14, -1, -1.2, -0.2, -0.32, -2, -7, 2
> O=C(NCC1CCCO1)c1cccc(S(=O)(=O)NCc2ccccc2)c1 (stereo not drawn)
    10, 1, 5, 1.3, 1.4, -0.41, -9, -2, 19
> CCOC(=O)C1(CC2CC2)CCN(Cc2cnc(-c3ccccc3C)nc2)CC1
    8, 3, -1, 0.8, 9.4, 0.75, -10, -2, 22
> O=C(COc1ccc(Br)cc1Br)NC(=S)N1CCCc2ccccc21
    14, -8, 3, -0.9, -0.8, 11*, 5, 2, 1
> CNC(=O)CN(c1cc([N+](=O)[O-])ccc1OC)S(C)(=O)=O
    9, -20, 5, 1.0, 0.8, -0.071, -3, 3, 2
> CC(C)[C@H](NS(=O)(=O)c1ccc2c(c1)OCCO2)C(=O)OCC(=O)Nc1cc(Cl)ccc1Cl
    8, -11, 5, -4.4, 0.9, -0.45, -14, 6, 3
> Cc1ccn2cc(CCNC(=O)Cc3cccs3)nc2c1
    6, 1, -1, 0.2, -0.7, 0.32, -2, 3, 19
> COc1cccc(-c2nc(-c3ccccc3)[nH]c(=O)c2C#N)c1
    14, 4, -1, -1.7, 3.9, -2, 1, ., 0
> Cc1nn(Cc2ccc(F)cc2)c(C)c1NC(=O)c1cnn2c1NC(c1cccs1)CC2C(F)(F)F (stereo not drawn)
    17, 0, 3, 0.2, 1.1, 0.63, 1, -10, 7
> COc1cc(OC)c(C(=O)CCCN2CCCC2)c(OC)c1
    12, -6, 7, 0.9, 0.5, -0.63, 4, -3, -3

# 6 of the compounds above, with bars between the fields:
SMILES | FXIIa inh | hK5 inh | FXIa inh | TNF death inh | zVAD death inh | KCC2 mod | thrombin 1536 | Rad51 HR inh | Hck Nef HTS
Cc1ccn2cc(CCNC(=O)Cc3cccs3)nc2c1 | 6 | 1 | -1 | 0.2 | -0.7 | 0.32 | -2 | 3 | 19
CN1CCN(S(=O)(=O)c2ccc(NC(=S)NC(=O)c3ccccc3)cc2)CC1 | -5 | -11 | -7 | -0.4 | -0.2 | -0.94 | -5 | 8 | 1
Cc1cc(/C=C(\C#N)C(=O)OCC(=O)NC(=O)NC(C)(C)C)c(C)n1CCC(C)C | 7 | 5 | 0 | 3.7 | 1.4 | -0.18 | -1 | 15 | 9
Cc1nn(Cc2ccc(F)cc2)c(C)c1NC(=O)c1cnn2c1NC(c1cccs1)CC2C(F)(F)F (stereo not drawn) | 17 | 0 | 3 | 0.2 | 1.1 | 0.63 | 1 | -10 | 7
Cc1cc(SCC(=O)N/N=C/c2ccco2)nc2ccccc12 | 0 | 12 | -3 | 1.8 | 0.8 | . | -9 | -3 | 28
Cc1sc2c(c1C)c(=O)n(-c1ccc(Cl)cc1)c(=O)n2Cc1cc(=O)n2ccccc2n1 | 12 | -7 | 16 | -1.2 | -0.1 | -1.1 | 4 | 0 | 4
